HTR1E antagonist – blocks the human 5-HT1E serotonin receptor; P28566; CHO 5-HT1E Ga15 NFAT-bla reporter, FRET, antagonist; inhibition, % at 6 µM; hit rate 0.99% among 65,000;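 active means inhibition above a set limit, the mean inhibition across every tested compound plus 3 SD, cut at about 29% in these data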;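 further: signal is the 460 over 535 nm emission ratio of beta-lactamase substrate; 0% = agonist plus DMSO wells and 100% = wells without agonist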
HER2 expr 66K – Her2 kinase expression inhibition; P04626; SKBR-3 HER2 protein level, AlphaScreen, 18-24 h; active compounds read low; HER2 level % of control, % at 10 µM; hit rate 0.69% among 65,000; AID 645;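 active means HER2 level under 5% of the carrier-only control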;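 further: 100% = DMSO carrier and 0% = 500 nM PU-H71 HSP90 inhibitor; lower value means stronger loss of Her2 protein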
Target sequence (P04626 whole entry, looked up): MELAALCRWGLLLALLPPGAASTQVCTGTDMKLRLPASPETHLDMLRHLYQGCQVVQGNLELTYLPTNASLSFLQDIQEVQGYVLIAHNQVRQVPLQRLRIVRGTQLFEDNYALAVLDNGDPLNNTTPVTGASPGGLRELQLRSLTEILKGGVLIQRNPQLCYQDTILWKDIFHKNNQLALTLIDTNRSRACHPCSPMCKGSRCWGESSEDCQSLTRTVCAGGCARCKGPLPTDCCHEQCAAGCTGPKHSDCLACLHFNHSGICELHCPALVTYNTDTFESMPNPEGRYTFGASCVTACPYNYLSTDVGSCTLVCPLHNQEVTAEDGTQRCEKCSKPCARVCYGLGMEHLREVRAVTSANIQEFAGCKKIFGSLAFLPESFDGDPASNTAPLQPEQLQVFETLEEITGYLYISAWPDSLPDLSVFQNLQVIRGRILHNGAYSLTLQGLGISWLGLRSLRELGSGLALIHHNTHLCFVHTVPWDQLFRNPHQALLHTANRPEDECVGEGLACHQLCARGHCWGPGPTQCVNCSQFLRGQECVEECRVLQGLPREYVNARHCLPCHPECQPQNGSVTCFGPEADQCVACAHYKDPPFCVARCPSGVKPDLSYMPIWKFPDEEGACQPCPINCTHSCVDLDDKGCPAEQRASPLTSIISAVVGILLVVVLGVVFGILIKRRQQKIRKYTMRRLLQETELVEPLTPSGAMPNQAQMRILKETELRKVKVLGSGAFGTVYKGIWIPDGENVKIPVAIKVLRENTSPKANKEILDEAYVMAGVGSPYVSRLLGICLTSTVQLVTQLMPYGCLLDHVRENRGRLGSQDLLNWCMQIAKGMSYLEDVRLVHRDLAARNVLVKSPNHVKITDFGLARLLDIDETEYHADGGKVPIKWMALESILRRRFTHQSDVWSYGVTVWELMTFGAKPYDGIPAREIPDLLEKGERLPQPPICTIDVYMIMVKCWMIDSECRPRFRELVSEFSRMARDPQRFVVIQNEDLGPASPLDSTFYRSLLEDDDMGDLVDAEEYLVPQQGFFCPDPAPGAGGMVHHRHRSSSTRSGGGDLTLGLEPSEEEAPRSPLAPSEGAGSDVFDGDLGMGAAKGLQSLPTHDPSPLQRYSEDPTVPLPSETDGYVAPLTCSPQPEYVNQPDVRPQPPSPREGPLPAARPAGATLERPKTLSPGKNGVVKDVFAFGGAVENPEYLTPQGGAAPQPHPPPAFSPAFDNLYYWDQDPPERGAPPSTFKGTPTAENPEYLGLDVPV
S1P3 agonist – S1P3 (human) receptor agonism; Q99500; activation, % at 4.5 µM; S1P3 NFAT-BLA reporter cells, FRET ratio; relative to 1 µM S1P, basal subtracted; hit rate 0.1% among 60,000;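 active means activation above the screen-wide mean plus 3 SD, cut at about 4.5% in these data, passing the limit was not always enough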; further: some compounds called inactive have numbers as strong as hits
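Material: Human S1P3 NFAT-BLA reporter CHO cells | Incubation: Overnight plating, 4 h compound 37 °C, 2 h substrate RT | Signal: FRET β-lactamase substrate fluorescence, excitation 405 nm, 460/535 nm emission ratio, background-subtracted | Compound: 4.5 µM final, single dose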
A340 absorber – absorbance at 340 nm | 65,000 tested, under 10 active | compound absorbance at 340 nm, fold over control | AID 708 | fold change at 10 µM;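 active means at 10 µM dose, initial 340 nm absorbance at least 2 fold that of control wells; inactive means change under 2 fold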;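 further: initial absorbance extrapolated from kinetic A340 decline of NADH oxidation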
S1P1 ag-PAM – activates or potentiates agonism at human S1P1 receptor; P21453; S1P1 CRE-bla cells, forskolin, beta-lactamase FRET, potentiator mode; S1P1 agonist co-added at EC20, 2 nM; 100% = saturating reference agonist, 0% = basal; activation, % at 9.5 µM; hit rate 0.57% among 56,000; AID 449;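 active means activation above a cutoff set at the mean activation of all tested compounds plus 3 SD, cut at about 54% in these data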;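 further: forskolin at 4 µM as EC80 and the EC20 agonist is SEW2871; 100% = SEW2871 at its EC100 plus forskolin at EC80; some compounds past the cut are filed as inactive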
Autofluor 339 – intrinsic fluorescence of library compounds, ex339/em460 – biochemical, MLSMR library, data from DPM-DC assay, artefact control, profiling panel. hit rate 5.5% among 65,000. fluorescence fold increase at 10 µM. compound autofluorescence, ex339/em460 nm, NADH buffer; active compounds read high; 1 = no-compound wells, NADH background;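 active means at 10 µM, mean starting fluorescence two-fold or more over control wells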;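 further: signal is the first read of a kinetic run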
MMP13 inh – inhibitors of human MMP13 | hit rate 0.07% among 65,000 | MMP-13 fTHP FRET cleavage, Mca fluorescence | AID 570 | P45452 | inhibition, % at 4 µM;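 active means inhibition above the mean of compound-free control plate wells plus 3 SD, cut at about 14% in these data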;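 further: 0% = DMSO wells and 100% = wells with reference MMP-13 inhibitor after basal subtraction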
5-HT1A blocker – 5-HT1a (human) receptor antagonism; AID 612; P08908; hit rate 0.68% among 62,000; CHO 5-HT1a Ga15 NFAT-bla reporter, antagonist mode; inhibition, % at 10 µM;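 active means inhibition above the mean of all tested compounds plus 3 SD, cut at about 43% in these data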;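 further: receptor stimulated by 5-CT agonist at 100 nM near EC80; beta-lactamase reporter measured by ratiometric fluorescence of a cleavable substrate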
5HT1E ag – activates the human 5-HT1E serotonin receptor | P28566 | CHO 5-HT1E Ga15 NFAT-bla reporter, FRET; 0% DMSO wells, 100% control agonist wells | activation, % at 6 µM | hit rate 0.69% among 65,000;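 active means activation above a set limit, the screen-wide mean activation plus 3 SD, cut at about 8.5% in these data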;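 further: 100% = positive control agonist at 1 µM giving full maximal response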
* = called active by the depositor; nt = no result given; [ ] = dose if it differs, or a comment. Some of the compounds tested, so the mix of outcomes need not match the whole.

SMILES | HTR1E antagonist | HER2 expr 66K | S1P3 agonist | A340 absorber | S1P1 ag-PAM | Autofluor 339 | MMP13 inh | 5-HT1A blocker | 5HT1E ag
COCCOC(=O)c1c(N)n(Cc2ccco2)c2nc3ccccc3nc12 | 11 | 121 | -2.8 | 1.1 | -25 | 2.3* | -388[fluorescence artefact?] | nt | -0.3
O=C(CN1CC(c2ccccc2)CC1=O)Nc1ccccc1 (centres undefined) | 1 | 112 | 0.9 | 1 | -1 | 1.1 | -9 | -41 | 0.1
CCOC(=O)C1C2c3ccccc3O[C@@]1(C)N=C1SCC(=O)N12 (some centres undefined) | -10 | 92 | -0.6 | 1 | -7 | 1 | 0 | 4 | -0.1
CCOc1cc2[nH]c(=S)n(CCCC(=O)N3CCC4(CC3)OCCO4)c(=O)c2cc1OCC | -3 | 105 | nt | 1 | nt | 1 | 3 | -2 | -0.4
O=c1c(C=NCCN2CCNCC2)c(O)n(C2CCCCC2)c(=O)n1C1CCCCC1 | -3 | 25 | -1.4 | 1 | 5 | 1.1 | 2 | nt | 0.4
CCN(CC)CCN=Cc1c(O)n(CCc2ccccc2)c(=O)[nH]c1=O | 1 | 132 | -5.4 | 1 | 14 | 1.1 | -6 | nt | -1.3
CCCc1[nH]nc2c1C1(C(=O)N(CC(N)=O)c3ccccc31)C(C(=O)OC)=C(N)O2 (centres undefined) | -2 | 115 | -0.5 | 1 | -9 | 1.1 | 2 | -5 | -0.3
COc1ccc(-n2c(=O)[nH]c3ccccc3c2=O)c(OC)c1 | 3 | 96 | -0.7 | 0.98 | 4 | 1.1 | 4 | 2 | -0.6
CCCCn1c(O)c(C(C)=NCc2ccc(F)cc2)c(=O)[nH]c1=O | 2 | 114 | -0.8 | 0.96 | -5 | 1 | 4 | -19 | -0.9
CP(=O)(O)CCCN | 6 | 102 | -1.0 | 1 | -13 | 1.1 | 1 | -6 | 1.1
CC1(C)CC(=O)C(C=NCCN2CCN(C(=O)Cc3ccc(F)cc3)CC2)=C(O)C1 | -7 | 71 | -1.4 | 1 | 4 | 1.1 | 1 | nt | 0.1
CN1C(=O)c2ccccc2Sc2ccc(C(=O)N3CCC4(CC3)OCCO4)cc21 | 4 | 119 | nt | 1 | nt | 1 | -2 | -5 | -0.2
CCOC(=O)C1CCN(/C=C2/C(=O)NC(=O)N(c3ccc(OCC)cc3)C2=O)CC1 | -7 | 127 | 1.3 | 1 | -14 | 1.1 | 2 | -8 | -0.1
CCCCCCn1c(N)c(C(=O)NCCN2CCOCC2)c2nc3ccccc3nc21 | 3 | -5.8* | 10* | 0.99 | -130 | 3.9* | -63[fluorescence artefact?] | -19 | 3.0
COc1cc(CN2CCN(C(=O)COc3ccccc3)CC2)cc(OC)c1OC | 0 | 108 | -1.3 | 1 | -33 | 1.1 | -1 | 6 | -0.3
COc1ccc(C2C(C(=O)N3CCC4(CC3)OCCO4)CC(=O)N2c2ccc(OC)cc2)cc1 (centres undefined) | -1 | 69 | nt | 1 | nt | 1.1 | 7 | -25 | 0.9
CCOC(=O)N1CCC(NC(=O)CCc2nc(C3=CCN(C)CC3)no2)CC1 | -4 | 71 | 0.2 | 1 | -31 | 1.1 | 4 | -5 | -0.6
O=P(O)(O)C#Cc1ccccc1 | 0 | 86 | -1.7 | 1.1 | -2 | 1.1 | -4 | -9 | -0.6
O=C(c1ccccc1)c1cn(CC(=O)N2CCOCC2)c2ccccc12 | -8 | 124 | 0.2 | 1.1 | -16 | 1.1 | 5 | -5 | 0.2
Cc1ccc(Cn2nnnc2CN2CCC(n3nnc4ccccc43)CC2)cc1 | 6 | 69 | -0.1 | 0.99 | 13 | 1 | -4 | 8 | -0.6
Cc1ccc(C2(O)CCN3CCCCC32)cc1 (centres undefined) | 2 | 69 | -1.2 | 1 | -7 | 1.1 | 5 | 0 | 6.4
C=CCN(CC=C)Cc1c[nH]c2ccccc12 | 0 | 23 | -1.3 | 1.1 | -1 | 1.1 | -3 | 21 | 4.2
CCC(=NCCO)c1c(O)n(-c2ccccc2)c(=O)[nH]c1=O | -8 | 109 | -0.6 | 1 | 4 | 1.1 | 2 | -7 | 0.5
COc1ccccc1N1CCN(Cc2ccccc2F)CC1 | -5 | 85 | -0.9 | 1.1 | -20 | 1 | -2 | 6 | 18*
COc1ccc(CN2CCN(Cc3ccccc3)CC2)c(OC)c1 | 3 | 118 | -0.6 | 1 | 11 | 1 | -4 | 9 | 2.7
COc1ccc(CC2C(=O)NC(=O)NC2=O)c(OC)c1 | 2 | 72 | -0.9 | 0.99 | -19 | 1.1 | 5 | -9 | -0.5
CC(C)(C)OC(=O)c1c(N)n(Cc2ccco2)c2nc3ccccc3nc12 | 26 | 91 | -2.5 | 0.98 | -24 | 2.5* | -250[fluorescence artefact?] | nt | 1.8
CN1CCc2nc3sc(C#N)c(N)c3c(-c3cccs3)c2C1 | 3 | 98 | 1.3 | 1.1 | -20 | 1.1 | 0 | nt | 0.6
Cc1c(C(=O)N2CCC3(CC2)OCCO3)sc2ncnc(N(C)c3ccccc3)c12 | 3 | 82 | -0.1 | 1.1 | -30 | 1.1 | 2 | -4 | 1.1
CCCCCn1c(=O)c(C(=O)Nc2ccncc2)c(O)c2ccccc21 | 2 | 22 | 0.6 | 1.1 | -4 | 1.1 | -1 | -12 | -0.7
O=c1cccc2n1CC1CC2CN(Cc2cccc(Cl)c2Cl)C1 (centres undefined) | 6 | 108 | -0.8 | 1 | nt | 1.1 | 0 | 3 | -0.3
Cc1ccc(S(=O)(=O)N(C)CCCC(=O)N2CCN(c3ccccn3)CC2)cc1 | -8 | 42 | -0.2 | 1 | 12 | 1.2 | -9 | -2 | 0.5
CCC(=NCC1CCCO1)c1c(O)n(-c2ccccc2)c(=O)[nH]c1=O (centres undefined) | 7 | 79 | -0.7 | 1 | 6 | 1.1 | -2 | 11 | -1.1
FC(F)(F)c1ccc2c(c1)ncn2C1CCN(Cc2nnnn2C2CCCCC2)CC1 | -4 | 55 | -0.1 | 1 | 7 | 1.1 | 0 | -2 | -1.1
CC(C)Cn1cc(C(=O)N2CCC3(CC2)OCCO3)c2c3ccccc3n(C)c2c1=O | -2 | 76 | -0.6 | 1 | 2 | 4.3* | -55 | -18 | -0.5
N[C@@H](Cc1c[nH]c2ccccc12)c1nnc(SCc2ccc(F)cc2)o1 | -7 | 115 | -1.0 | 1 | -8 | 1.1 | -5 | -6 | 1.4
Cc1ccc2c(c1)N(CCC(=O)N1CCC3(CC1)OCCO3)C(=O)C(C)O2 (centres undefined) | -4 | 81 | 0.6 | 0.96 | -17 | 1.1 | -13 | -7 | 0.1
COc1ccc(CCn2c(O)c(C=NCCCN(C)C)c(=O)[nH]c2=O)cc1OC | -3 | 140 | -0.7 | 1 | 3 | 1 | -9 | -2 | -0.2
CC1=CC(C)C(COC(N)=O)(COC(N)=O)C(C)C1 (centres undefined) | -6 | 131 | -1.5 | 1 | -11 | 1.1 | -2 | -1 | -0.1
O=P(OCC(F)(F)C(F)F)(N1CCCCC1)N1CCCCC1 | -10 | 99 | -1.3 | 1 | 13 | 1 | 0 | 3 | 0.3
COc1ccc(-n2c(O)c(C(C)=NCCN3CCNCC3)c(=O)[nH]c2=O)cc1 | -7 | 111 | -0.6 | 1 | -8 | 1.1 | 0 | 3 | -0.8
Nc1ccc(N2CCN(Cc3ccccc3Cl)CC2)c(Cl)c1 | -8 | 46 | -1.4 | 1.1 | 4 | 1.1 | 5 | 3 | -0.8
CCC(=NCCCO)c1c(O)n(-c2ccc(OC)cc2)c(=O)[nH]c1=O | 0 | 93 | -0.5 | 1 | -40 | 1.1 | 11 | -4 | -0.4
Cc1ccc2c(c1)C1CN(C)CCC1N2C(=O)Cn1nnc(-c2ccccc2F)n1 (centres undefined) | -1 | 86 | -0.8 | 1.1 | -10 | 1.1 | 0 | -4 | 0.3
CCCCOC(=O)C1=C(N)OC2=C(C(=O)CCC2)[C@]12C(=O)Nc1ccccc12 | 2 | 65 | 0.8 | 1 | -12 | 1.1 | -2 | 2 | 0.1
Cc1nc2ncnn2c(C)c1CCC(=O)N1CCC2(CC1)OCCO2 | -3 | 116 | -0.6 | 0.99 | -26 | 1.1 | 0 | -1 | 0.3
O=C1CCCC2=C1C(c1cccnc1)Nc1ccccc1N2 (centres undefined) | -1 | 73 | 0.8 | 1.1 | -26 | 1 | -3 | -3 | 0.0
COC(=O)c1cc(C(O)(C(=O)OC)C(F)(F)F)c(/N=C/N(C)C)s1 (centres undefined) | -1 | 144 | 0.0 | 1.1 | 4 | 1.1 | 5 | -8 | 0.2
CCCCCCn1c(=O)c(C(=O)Nc2ccncc2)c(O)c2ccccc21 | -2 | 35 | -1.4 | 1 | -6 | 1 | 1 | 16 | 0.4
CC(Cc1ccccc1)[n+]1cc(/N=C(\[O-])N(C)C)on1 (centres undefined) | 5 | 89 | -0.9 | 1.1 | 3 | 1 | -2 | 0 | -0.1
Cc1nn(Cc2ccccc2Cl)c(Cl)c1C(=O)OCC(=O)NCc1ccco1 | 6 | 108 | -1.2 | 0.99 | 1 | 1.1 | 3 | 2 | 0.1
O=C(CNS(=O)(=O)c1cccs1)N1CCC2(CC1)OCCO2 | -9 | 92 | -0.3 | 1 | 0 | 1.2 | 3 | 8 | 0.1
CCC(=NCc1ccc2c(c1)OCO2)c1c(O)n(C2CCCCC2)c(=O)[nH]c1=O | 17 | 39 | -1.4 | 1 | 90 | 1 | 4 | 1 | 0.4
CC(=O)OC1(c2ccccc2)CCN(C)C2CCCCC21 (centres undefined) | 5 | 90 | -0.7 | 1 | -5 | 1.1 | 4 | -7 | 0.2
CCN1C(=O)c2ccccc2Sc2ccc(C(=O)N3CCC4(CC3)OCCO4)cc21 | -4 | 128 | 1.4 | 1 | 14 | 1.1 | -7 | -14 | -0.2
CN(C)C(=O)Oc1ccc(-c2nnco2)cc1 | -10 | 81 | -1.7 | 1 | -19 | 1.1 | 7 | -5 | 0.0
O=C1CN=C(c2cccs2)c2c(sc3c2CCCC3)N1 | 13 | 77 | -0.9 | 0.99 | 5 | 1 | 0 | 13 | 1.4
COc1ccc2[nH]c(C)c(CCN3CCC(=O)C(C)C3C)c2c1 (centres undefined) | -3 | 94 | 22 | 1 | -23 | 1.1 | 1 | -5 | 2.3
CC(=NCc1ccc(F)cc1)c1c(O)n(C)c(=O)n(C)c1=O | 27 | 95 | -2.1 | 1 | 27 | 1.1 | 1 | 26 | -1.3
CCCC12CN3CC(CCC)(CN(C1)C3c1ccccn1)C2=O (centres undefined) | -5 | nt | nt | nt | nt | nt | -2 | 26 | 0.0

Two of the compounds above, as a markdown table.
| SMILES | HTR1E antagonist | HER2 expr 66K | S1P3 agonist | A340 absorber | S1P1 ag-PAM | Autofluor 339 | MMP13 inh | 5-HT1A blocker | 5HT1E ag |
| --- | --- | --- | --- | --- | --- | --- | --- | --- | --- |
| COc1ccccc1N1CCN(Cc2ccccc2F)CC1 | -5 | 85 | -0.9 | 1.1 | -20 | 1 | -2 | 6 | 18* |
| CCC(=NCc1ccc2c(c1)OCO2)c1c(O)n(C2CCCCC2)c(=O)[nH]c1=O | 17 | 39 | -1.4 | 1 | 90 | 1 | 4 | 1 | 0.4 |

Assay outcomes deposited in PubChem by several laboratories.
